Screens (PubChem)
FN deposition inh: fibronectin deposition inhibition; AH1F fibroblasts, Alexa488-fibronectin deposition fluorescence, overnight; inhibition, % at 12.6 µM; 350,000 tested, 0.086% active;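 active means mean inhibition across replicates of 30% or more, regardless of how many single replicates reach that level; inconclusive means mean under 30% yet at least half of replicates reach 30%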;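 further: positive control wells lacked labelled fibronectin entirely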
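Measured by – fluorescence 485/525 nm · System – AH1F fibroblast monolayer, labelled fibronectin deposition · Amount – 10000 cells per well · Buffer or medium – serum-reduced DMEM (2% serum) · Doses – single dose, pinned · Also added – fluorescent fibronectin at 24 nM final · Schedule – 1 h cell attachment, overnight exposure to compound and label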
CFTR F508del cor: CFTR F508del correction in bronchial cells; CFBE cells, YFP halide quenching; stimulated with forskolin plus potentiator P3; % fluorescence drop versus neutral controls; AID 720511; 350,000 tested, 0.36% active; activity (quench increase), % at 7.58 µM;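 active means mean added fluorescence quench of at least 8% versus neutral control, with both replicates also reaching 8%; inconclusive means only one of the mean or replicate conditions met; inactive means mean below 8% and not both replicates reaching 8%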;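 further: cells transiently co-express mutant CFTR-F508del with the halide-sensitive YFP; corrector assay measuring rescue of mutant channel to the surface after 24 h compound exposure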
INS-1E GSIS act: primary screen for activators of insulin secretion dependent on glucose, INS-1E cells, GLuc reporter luminescence | 370,000 tested, 0.61% active | INS-1E GLuc reporter insulin secretion, 2-3 h | activation, % at 16.6 µM | AID 743287;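 active means lowest replicate activation of at least 40%, so every replicate reaches that level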;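 further: 0% = median of neutral control wells and 100% = median of IBMX positive control wells; some compounds called inactive have numbers as strong as hits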
EWS-Fli block: EWS/Fli transcriptional activity inhibition; A673 NR0B1-luciferase reporter, viability-normalised; 350,000 tested, 0.67% active; inhibition, % at 12.6 µM;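 active means mean inhibition of at least 50% after viability correction, with every replicate also passing that limit; inconclusive means mean reaches 50% but only one of two replicates passes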;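 further: firefly luciferase signal divided by Alamar Blue viability fluorescence both relative to DMSO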
miR122 inh: miR-122 inhibition in Huh7 cells. Huh7 miR-122 Renilla luciferase sensor, 48 h; neutral wells = 0, positive control = 100. activation (reporter increase), % at 12.5 µM. 340,000 tested, 0.3% active;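 active means mean replicate activation score at least 90 and every replicate individually at or above 90; inconclusive means only one of the two criteria met; inactive means neither criterion met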;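 further: higher luciferase means less miR-122 activity so hits act as miR-122 inhibitors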
DENV2 CPE rescue: DENV2-induced cell death inhibition. DENV2-infected cells, cytopathic effect rescue, plate reader. CPE inhibition, % at 9.99 µM. 350,000 tested, 1.7% active. AID 651640; in the data active means CPE inhibition above about 20%, passing the limit was not always enough; inconclusive means no clear call, values can overlap the other calls; tested in BHK-21 cells;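 further: 0% = median of neutral control wells and 100% = median of positive control wells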
PAX8 inh HTS: PAX8 transcriptional activity inhibition. inhibition, % at 12.6 µM. 360,000 tested, 1.2% active. RMG-I TPO-luciferase reporter, SteadyGlo, 24 h;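 active means mean replicate inhibition at least 60% with every replicate also reaching 60%; inconclusive means only one of the two criteria is met; inactive means mean below 60% and not all replicates reaching 60%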;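 further: luciferase light reporting Pax8 driven TPO promoter activity; plate controls were median of neutral control wells for no effect and mitoxantrone controls for full effect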
* marks the source's active call; other numbers are inactive results; ? = inconclusive; · = not tested or not shown; & = joins results of further samples; [ ] = dose if it differs, or a comment.

| molecule | miR122 inh | FN deposition inh | EWS-Fli block | PAX8 inh HTS | INS-1E GSIS act | DENV2 CPE rescue | CFTR F508del cor |
| --- | --- | --- | --- | --- | --- | --- | --- |
| Cc1ccccc1C(=O)NNC(=O)CCc1ccccc1 | -1.3 | 6.5 | -1.7 | -7.5 | 16.9 | -5.6 | -0.1 |
| C[C@@H]1CCCCO[C@@H](CN(C)C(=O)Nc2ccc(C(F)(F)F)cc2)[C@@H](C)CN([C@H](C)CO)C(=O)c2cc(NC(=O)Nc3ccc(C(F)(F)F)cc3)ccc2O1 | 49.3[16.7 µM] | -13.1 | -4.7 | 17.4 | 38.8 | 4.4 | 2.6 |
| O=C(c1ccco1)N1CCN=C1SCc1ccccc1Cl | 11.1 | -1.8 | 0.6 | -18.7 | -2.7 | 10.5 | -1.0 |
| COc1cc([C@H]2c3c(cc(OC)c(O)c3OC)C[C@@H](CO)[C@@H]2CO[C@@H]2O[C@H](CO)[C@@H](O)[C@H](O)[C@H]2O)cc(OC)c1O | -40.1 | · | -0.5 | · | -0.2 | -0.3 | 3.6 |
| Cc1ccc(N(CC(=O)NC2CCCCC2)S(=O)(=O)c2cccs2)cc1 | -2.6 | -9.9 | · | -7.6 | 10.5 | 3.1 | -0.2 |
| Cc1cccc(OCc2nnc(SC(C)C(=O)O)n2-c2ccccc2)c1 (stereo not drawn) | 4.7 | -1.3 | 1.1 | -20.8 | 6.6 | -8.5 | 2.2 |
| COc1ccc(OCC(=O)Nc2ccc(C)c(S(=O)(=O)N(C)C)c2)cc1 | 0.4 | 0.2 | 3.1 | -5.8 | -9.9 | -2.8 | 0.8 |
| O=C(O)Cn1ncn(-c2ccc(OC(F)(F)F)cc2)c1=O | 3.0 | 0.3 | 1.9 | 12.8 | 19.4 | 7.9 | 3.5 |
| Cc1noc(C)c1S(=O)(=O)Nc1ccc2c(c1)CC(=O)N([C@H](C)CO)C[C@H](C)[C@@H](CN(C)C(=O)NC1CCCCC1)O2 | -0.1[16.7 µM] | · | -3.5 | · | 3.5 | 6.6 | -0.7 |
| COc1ccc(C(=O)NCC(=O)N=Nc2c(O)n(C)c3ccccc23)cc1OC | -3.1 | -1.0 | -1.2 | 2.3 | 16.7 | 1.3 | -2.7 |
| COc1ccc(CN2CCN(c3ccccc3OC)CC2)c(OC)c1 | 1.1 | -0.8 | 12.6 | 17.3 | -4.4 | -4.2 | -0.2 |
| O=C(N/N=C/c1ccc([N+](=O)[O-])o1)c1ccc(NS(=O)(=O)c2cccs2)cc1 | -4.4 | 1.7 | 33.6 | 29.4 | 7.1 | -8.2 | 0.1 |
| CCCCNc1c(-c2ccc(SC3CCCCC3)cc2)nc2cnccn12 | · | -45.3&7.6 | -22.2&-13.3 | -16.4&-34.7 | 46.8&2.3 | -0.8&2.2 | 0.4&1.5 |
| CCOc1cc(Cl)c(S(=O)(=O)NCCCN2CCOCC2)cc1Cl | -4.3 | -3.0 | 2.6 | -8.8 | 6.5 | 2.5 | -1.3 |
| CCN(CC(=O)Nc1cc(Cl)ccc1C)C(=O)CN1C(=O)NC(CC)(c2ccccc2)C1=O (stereo not drawn) | · | -9.3 | 4.4 | -1.1 | -22.6 | -6.0 | -1.1 |
| COc1ccc2c3c(n(C)c2c1)[C@@H](CO)N(C(=O)c1ccc(F)cc1)CC31CN(CC2CCOCC2)C1 | · | -2.1 | 0.3 | -0.7 | 4.9 | -0.4 | 0.3 |
| CCN1CCN(CC2CC3C=CC2C3)CC1 (stereo not drawn) | 8.4 | -0.3 | · | -4.8 | 2.8 | · | · |
| COCC#Cc1ccc([C@H]2[C@H]3CN(S(=O)(=O)c4cccc(OC)c4)CCCCN3[C@H]2CO)cc1 | -9.2[16.7 µM] | · | · | 21.8 | 14.5 | 22.5* | 1.1 |
| COCc1nnc(NC(=O)CCN2C(=O)c3ccccc3C2=O)s1 | 3.8 | -0.6 | · | · | 9.1 | · | · |
| Cc1noc(C)c1NC(=O)N(C)C[C@H]1OCCCC[C@@H](C)Oc2ccc(NS(=O)(=O)c3cccs3)cc2C(=O)N([C@@H](C)CO)C[C@H]1C | -2.6[16.7 µM] | · | 2.8 | -5.3 | -2.8 | -14.2 | -2.1 |
| C[C@@H]1CN([C@H](C)CO)C(=O)c2cccc(NS(=O)(=O)c3cn(C)cn3)c2O[C@H]1CN(C)CC1CCCCC1 | 23.4[16.7 µM] | -2.8 | 12.8 | 6.0 | 22.1 | -10.7 | -0.8 |
| CC(C)NC(=O)N1[C@H](CO)[C@H](c2ccccc2)[C@@H]1CNCc1ccccc1 | · | -14.1 | · | · | -1.4 | 14.9 | 0.0 |
| COc1ccc(OCCNC(=O)c2ccccc2OCC(=O)Nc2ccc(NC(C)=O)cc2)cc1 | 3.5 | 4.0 | · | 0.3 | -1.3 | · | · |
| Cc1[nH][nH]c(=O)c1C(c1ccc2c(c1)OCO2)c1c(C)[nH][nH]c1=O | · | 4.2 | 8.0 | 4.8 | -2.5 | -1.1 | 0.4 |
| O=C(CCN1CCCCC1)N[C@H]1CC[C@H](CCn2cc(-c3ccc(F)cc3)nn2)O[C@H]1CO | · | · | -0.2 | -2.9 | 6.6 | -2.5 | 1.7 |
| COc1ccc(OC)c(/C(O)=C/C(=O)C(=O)Nc2cc(C)cc(C)c2)c1 | 5.5 | 2.3 | · | 4.9 | · | · | · |
| Cc1cccc(/C=N/NC(=O)Cc2ccc(Cl)cc2)c1O | -2.4 | 11.6 | 9.9 | 28.0 | -20.3 | -0.9 | -3.6 |
| Oc1ccc(C[C@H]2CNC(=S)N2C[C@H]2CCCN2C[C@H](Cc2ccccc2)N2C[C@H](Cc3ccc(O)cc3)N(CCc3ccccc3)C2=S)cc1 | -6.7 | -4.5 | 21.5 | 27.0 | -13.9 | -5.8 | -4.4 |
| Cc1ccc(S(=O)(=O)Oc2ccc(/C=N/N=C3/NC(=O)C(CC(=O)O)S3)cc2)cc1 (stereo not drawn) | -2.9 | -2.3 | 14.8 | -9.9 | 6.9 | -1.7 | 1.0 |
| CC(C)N(C(=O)COC(=O)c1cccc(C(=O)OCC(=O)N(C(C)C)C(C)C)n1)C(C)C | 2.7 | -3.0 | -12.7 | -18.6 | -17.7 | · | 0.4 |
| CCOc1ccccc1/C=C\c1nc(O)c([N+](=O)[O-])c(=O)[nH]1 | -1.3 | 1.5 | 17.8 | 24.2 | -4.5 | 9.8 | -2.5 |
| CCCc1nc2c3ccccc3ccn2c1Cc1ccccc1 | 6.5 | 1.5 | -73.4 | -94.6 | -22.5 | -29.9 | 1.0 |
| CCSc1ccc(C(=O)Nc2cccc(C)n2)cc1[N+](=O)[O-] | · | -0.4 | · | -27.6 | 58.7* | · | · |
| OC(c1ccc(F)c(F)c1)c1ncc(-c2cccc(F)c2)[nH]1 (stereo not drawn) | 25.6 | 0.6 | -36.9 | -12.7 | -10.6 | -5.3 | -3.7 |
| Cc1cccc(-c2ocnc2C(=O)Nc2ncc(C)s2)c1 | 5.0 | 8.1 | 4.3 | 18.9 | 12.2 | 1.2 | -1.1 |
| c1ccc(OCCOCCN2CCc3ccccc3C2)cc1 | · | 10.2 | 15.1 | 17.7 | 8.7 | 0.6 | 3.4 |
| CCc1nc2ccc(C(=O)N3CCN(S(=O)(=O)CC)CC3)cn2c1N(C)Cc1cccs1 | 4.5 | -4.1 | 2.5 | 4.6 | 17.4 | 10.8 | 1.1 |
| Cc1ccc(/C=N/n2c(-c3cccc(Cl)c3)n[nH]c2=S)o1 | 2.5 | 4.3 | 5.2 | -5.6 | 15.8 | -2.8 | -3.1 |
| CCOC(=O)c1c(C)c(C(=O)NCCCOC(C)C)c(C)n1C | -3.7 | · | -1.6 | · | -0.2 | 10.1 | -1.9 |
| O=C(COc1ccccc1)Nc1ccc(C(=O)N2CCCC2)cc1 | -3.9 | 5.6 | · | 0.1 | -2.4 | -2.3 | -2.1 |
| COc1cccc(/C=C2/SC(=S)N(CC(=O)NC3C=CS(=O)(=O)C3)C2=O)c1 (stereo not drawn) | 2.8 | 6.8 | -0.8 | 1.7 | · | -1.8 | -2.6 |
| CN(C)C(=O)[C@H]1[C@H](CO)[C@H]2Cn3c(cccc3=O)[C@H]2N1CC1CCCCC1 | · | · | 22.5 | · | 4.1 | 5.7 | -1.4 |
| COc1ccc(/C=C2\COc3ccccc3C2=O)cc1OC | · | 11.9 | · | -14.6 | 0.5 | · | · |
| CCOC(=O)CSc1nc2ccccc2c(=O)n1CC | -0.9 | 0.7 | · | -21.7 | · | · | · |
| O=C(C[C@@H]1CC[C@@H]2[C@H](COC[C@H](O)CN2C(=O)Nc2ccc(F)cc2)O1)NCCc1ccccc1 | -3.9[16.7 µM] | -2.5 | -20.1 | -5.2 | -14.9 | ? | 1.3 |
| O=C(c1ccccc1)N1CC[C@@H]2[C@H]1c1cc(-c3ccc(F)cc3)ccc1N[C@@H]2CO | 11.8[16.7 µM] | 16.5 | 5.5 | -11.0 | -2.1 | 28.7* | -1.6 |
| Oc1ccc(/C=N/NC(=S)Nc2cccnc2)cc1 | · | 6.0 | -47.8 | -2.5 | 3.6 | 2.5 | -3.0 |
| CSc1ccc(CN2CCCCCC2)cc1 | -6.6 | -5.2 | -8.7 | 10.2 | 6.5 | 3.2 | 1.6 |
| COc1cc(OC)c(NC(=S)NCc2ccc(F)cc2)cc1Cl | · | 12.0 | 7.0 | -5.1 | -23.6 | 6.9 | -1.4 |
| C[C@H](CO)N1C[C@H](C)[C@@H](CN(C)C(=O)c2ccncc2)OCc2ccccc2-c2c(n(C)c3ccccc23)C1=O | · | -3.9 | -3.6 | 2.5 | 15.6 | 10.2 | -1.1 |
| c1ccc2c(NCCc3c[nH]c4ccccc34)c3ccccc3nc2c1 | · | 7.5 | 43.5 | -15.1 | -16.2 | 18.9 | 3.5 |
| c1ccc(-n2ncc3cccnc32)cc1 | · | 8.1 | -7.9 | -11.3 | 10.9 | 0.0 | -0.3 |
| C[C@@H]1CN([C@H](C)CO)C(=O)c2cc(NC(=O)c3ccccc3)ccc2O[C@@H](C)CCCCO[C@H]1CN(C)S(=O)(=O)c1ccc(Cl)cc1 | -8.8[16.7 µM] | · | 1.4 | 31.0 | -8.9 | 19.2 | -1.4 |
| Cc1cc(C)n(C(=O)c2ccc([N+](=O)[O-])cc2N)n1 | 0.6 | 0.7 | 2.9 | -28.7 | -3.6 | 3.9 | 0.6 |
| CCOc1ccc2oc(C(=O)Nc3cc(C)ccn3)c(C)c2c1 | 0.3 | -2.3 | -8.2 | -189.1 | 4.3 | -7.6 | -2.4 |
| O=C(C1=C(O)C(=O)N(c2ncccn2)C1c1ccc(F)cc1)c1ccco1 (stereo not drawn) | 1.0 | 0.5 | -1.6 | 9.1 | -4.9 | -1.2 | 1.8 |
| CC(C)NC(=O)Nc1cccc2c1O[C@@H](CN(C)C(=O)Nc1ccc(C(F)(F)F)cc1)[C@@H](C)CN([C@@H](C)CO)C2=O | -1.9[16.7 µM] | · | -0.2 | 15.7 | -10.8 | -1.7 | -0.6 |
| CCOC(=O)c1cc2cc([N+](=O)[O-])cc(OC)c2oc1=O | · | 7.7 | · | 18.3 | -1.9 | · | · |
| C[C@@H]1CN([C@H](C)CO)C(=O)c2cccc(NS(=O)(=O)c3cccs3)c2O[C@@H]1CN(C)S(=O)(=O)c1cn(C)cn1 | -6.3[16.7 µM] | · | 7.0 | · | 6.1 | -3.4 | 0.1 |

Given field by field: two of the compounds above.
Cc1cccc(-c2ocnc2C(=O)Nc2ncc(C)s2)c1
  miR122 inh: 5.0
  FN deposition inh: 8.1
  EWS-Fli block: 4.3
  PAX8 inh HTS: 18.9
  INS-1E GSIS act: 12.2
  DENV2 CPE rescue: 1.2
  CFTR F508del cor: -1.1
OC(c1ccc(F)c(F)c1)c1ncc(-c2cccc(F)c2)[nH]1 (stereo not drawn)
  miR122 inh: 25.6
  FN deposition inh: 0.6
  EWS-Fli block: -36.9
  PAX8 inh HTS: -12.7
  INS-1E GSIS act: -10.6
  DENV2 CPE rescue: -5.3
  CFTR F508del cor: -3.7
